EBI2 block: antagonists of human EBI2 receptor | P32249 | EBI2 beta-arrestin recruitment, luminescence, 7a,25-OHC stimulated | inhibition, % at 5 µM | 360,000 compounds, 0.81% hits | AID 651636; in the data active = inhibition above about 38%;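 note: enzyme fragment complementation signal reports receptor beta-arrestin coupling in cells; 0% = agonist plus DMSO wells and 100% = wells without agonist; some results beyond the cut were filed as inactive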
UBC13 inh: human UBC13 polyubiquitination inhibition; P61088; UBC13 polyubiquitin chain formation, TR-FRET; inhibition, % at 20 µM; 330,000 compounds, 0.47% hits; in the data active = inhibition above about 45%, passing the limit was not always enough; inconclusive = no clear call, values can overlap the other calls
Target sequence (P61088 whole entry, looked up): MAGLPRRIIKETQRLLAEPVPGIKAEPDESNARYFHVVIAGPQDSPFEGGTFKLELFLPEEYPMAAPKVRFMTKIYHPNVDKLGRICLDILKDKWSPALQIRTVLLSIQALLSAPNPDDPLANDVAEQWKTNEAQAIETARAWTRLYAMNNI
CXCR6 inh: blocks human CXCR6 beta-arrestin recruitment; inhibition, % at 20 µM; AID 602244; 360,000 compounds, 0.36% hits; O00574; CHO-K1 PathHunter CXCR6 beta-arrestin, luminescence; in the data active = inhibition above about 34%, passing the limit was not always enough;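 note: antagonist mode with CXCL16 agonist at 10 nM final; 0% = 10 nM CXCL16 with DMSO and 100% = unstimulated wells without agonist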
Target sequence (O00574 whole entry, looked up): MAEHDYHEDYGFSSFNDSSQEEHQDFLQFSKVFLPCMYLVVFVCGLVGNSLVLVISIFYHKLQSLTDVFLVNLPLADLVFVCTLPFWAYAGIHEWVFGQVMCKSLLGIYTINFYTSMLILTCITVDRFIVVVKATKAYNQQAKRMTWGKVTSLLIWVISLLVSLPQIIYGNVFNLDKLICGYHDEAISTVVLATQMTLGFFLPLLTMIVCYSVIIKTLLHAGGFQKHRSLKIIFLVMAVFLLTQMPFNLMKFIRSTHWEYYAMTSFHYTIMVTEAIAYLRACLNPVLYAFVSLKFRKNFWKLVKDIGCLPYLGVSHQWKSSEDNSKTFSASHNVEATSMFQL
APJ agonist: agonists of human APJ apelin receptor. 330,000 compounds, 0.11% hits. AID 2520. activation, % at 20 µM. CHO-K1 APJ PathHunter beta-arrestin, luminescence; 0% DMSO wells, 100% apelin. P35414;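 active = activation more than six SD over the plate average, tested at 20 µM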;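 note: 0% = DMSO alone and 100% = apelin-13 at 10 nM; some results filed as inactive read as strong as hits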
Target sequence (P35414 whole entry, looked up): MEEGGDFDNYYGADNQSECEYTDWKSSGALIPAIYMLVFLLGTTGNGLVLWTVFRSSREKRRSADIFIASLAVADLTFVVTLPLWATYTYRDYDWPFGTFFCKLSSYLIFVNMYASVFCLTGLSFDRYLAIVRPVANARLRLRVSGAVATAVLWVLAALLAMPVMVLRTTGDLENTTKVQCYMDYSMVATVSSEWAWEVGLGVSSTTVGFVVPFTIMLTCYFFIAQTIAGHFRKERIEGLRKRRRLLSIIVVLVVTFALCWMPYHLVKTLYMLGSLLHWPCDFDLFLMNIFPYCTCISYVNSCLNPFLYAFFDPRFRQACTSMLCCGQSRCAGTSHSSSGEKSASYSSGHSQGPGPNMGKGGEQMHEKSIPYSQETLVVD
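Material: engineered CHO-K1 APJ arrestin reporter cells; amount: 1000 CHO-K1 reporter cells seeded per well; incubation: compound stimulation 90 min at 25 °C, detection 60 min; signal: luminescent beta-gal fragment complementation, chemiluminescent substrate; read-out basis: APJ agonist activity; controls: DMSO-only wells as negative, 10 nM Apelin-13 as positive control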
ATG4B inh: blocks human ATG4B protease cleavage of LC3 substrate; 340,000 compounds, 0.51% hits; ATG4B cleavage of LC3-PLA2, NBD-HPC fluorescence, 1 h; inhibition, % at 8.33 µM; Q9Y4P1; in the data active = inhibition above about 40%
CCR6 antagonist: antagonists of human CCR6 receptor; P51684; CHO-K1 CCR6 PathHunter beta-arrestin, luminescence, CCL20-stimulated; inhibition, % at 20 µM; 340,000 compounds, 0.49% hits; AID 493098;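 active = compounds whose inhibition of the agonist-driven luminescence signal at 20 µM reaches about 50%, limit read from the data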;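 note: cells stimulated with CCL20 at 14 nM final; plate controls were DMSO with CCL20 for no effect and DMSO without agonist for full effect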
Gli-Sufu block: blocks Gli-Sufu signaling in a luciferase reporter. Sufu-KO-LIGHT fibroblasts, Gli luciferase reporter luminescence. inhibition, % at 5 µM. 340,000 compounds, 0.74% hits. AID 588413;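 active = inhibition above about 55%, limit read from the data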;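 note: 0% = DMSO-treated cells and 100% = wells with medium but no cells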
APJ antagonist: blocks the human apelin receptor APJ. CHO-K1 APJ beta-arrestin complementation, luminescence. inhibition, % at 20 µM. P35414. 330,000 compounds, 0.32% hits;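 active = inhibition above about 40% at 20 µM, limit read from the data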;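 note: cells challenged with 10 nM apelin-13 agonist together with compound; plate controls were apelin-13 plus DMSO wells for no effect and DMSO wells lacking apelin-13 for full effect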
An asterisk follows results filed as active; ? = inconclusive; . = no result given. Hits appear at their usual frequency. About 3% of those tested had a hit in this group.

SMILES | EBI2 block | UBC13 inh | CXCR6 inh | APJ agonist | ATG4B inh | CCR6 antagonist | Gli-Sufu block | APJ antagonist
CN1CCN(C(=S)SCc2nc(N)nc(Nc3ccc(F)cc3)n2)CC1 | 1.8 | -6.4 | 5.0 | -0.8 | -5.7 | 0.9 | 8.2 | -8.5
O=C(COc1ccc(Cl)cc1)NCc1nnc(SCC(=O)NCCc2ccccc2)o1 | 16.6 | -5.0 | -10.3 | -0.3 | -12.3 | -1.1 | 3.7 | 7.3
O=C(Nc1cccc(-c2nc3ncccc3o2)c1)c1cc2ccccc2o1 | 3.5 | 6.0 | 5.7 | 1.7 | -21.6 | -0.3 | -9.6 | 3.6
Cc1ccc(S(=O)(=O)C2(C(=O)NCc3ccccc3Cl)CC2)cc1 | 6.7 | 11.6 | -0.4 | -2.9 | -0.7 | 15.0 | -1.2 | -3.2
O=C(Nc1nccs1)c1ccc(-c2ccc(Cl)cc2)o1 | 12.9 | 24.6 | 9.1 | -7.3 | -1.5 | 24.2 | -83.6 | -7.5
COc1ccc(-c2csc(NC(=O)CN3C(=O)NC4(CCCC4)C3=O)n2)cc1OC | 4.6 | 1.9 | 1.3 | -4.2 | -5.7 | 11.5 | -1.0 | -1.0
S=c1[nH]nc(-c2ccc(Br)cc2)n1Cc1ccccc1 | 1.5 | 6.3 | -1.0 | -1.4 | -2.1 | 8.4 | 3.7 | 18.4
N#CCCCCn1ccc(NC(=O)c2ccc(Cl)cc2O)n1 | -6.5 | 0.7 | 5.6 | -1.8 | -1.8 | 17.2 | 0.8 | 18.1
Cc1ccc2nc(-c3ccccc3)cc(C(=O)NCC3CCCO3)c2c1 (stereo unspecified) | -0.1 | 15.0 | 7.0 | -3.1 | 7.2 | 1.3 | -25.7 | 18.7
CCOC(=O)c1cc2c(=O)n3ccccc3nc2n(CC(C)C)c1=NC(=O)c1c(-c2c(F)cccc2Cl)noc1C | 25.6 | 8.3 | 17.5 | -1.7 | 4.5 | 13.5 | 1.2 | -0.7
CSc1ccccc1C(=O)N1CCCC(CCC(=O)NCc2ccc(F)c(F)c2)C1 (stereo unspecified) | 0.7 | 4.7 | -6.5 | 0.9 | 10.2 | 23.7 | 35.1 | 8.9
Cc1ccc(S(=O)(=O)N(CC(=O)Nc2cccc(C(F)(F)F)c2)C(=O)N2CCN(C)CC2)cc1 | -5.5 | -3.2 | 0.6 | -2.4 | 3.9 | 10.1 | 4.1 | -2.4
CC(=O)Nc1ccc(NC(=O)CSc2nnc(COc3ccccc3C)n2CC2CCCO2)cc1 (stereo unspecified) | -2.7 | 4.1 | -3.3 | -2.8 | 6.4 | 5.5 | -13.2 | 7.4
COc1cc(/C=N/Nc2nn3cnnc3c3ccccc23)cc(OC)c1OC | 2.5 | -12.6 | 4.1 | -0.2 | -0.6 | 1.2 | -33.8 | -14.7
O=C(Cn1nnc(-c2ccc(Cl)cc2)n1)NC1CCS(=O)(=O)C1 (stereo unspecified) | 3.8 | 0.9 | -2.0 | -4.9 | -1.5 | -3.5 | -2.2 | -7.7
CN(C(=O)CCn1c(=S)oc2ccccc21)c1ccc(F)cc1 | 0.6 | -0.2 | -0.6 | -3.4 | 5.8 | 9.9 | -11.3 | -0.3
COc1cc2c(cc1OC)CN(C(=O)CSc1nc(C)cc(C)c1C#N)CC2 | 4.8 | 12.3 | 5.4 | -4.4 | -14.9 | 6.4 | 6.2 | 4.4
COc1ccc(-c2cc(C(=O)N3CCN(c4ccccc4O)CC3)c3ccccc3n2)cc1 | -7.4 | -5.0 | 9.4 | -2.9 | 5.4 | 8.5 | -29.7 | -8.6
COc1ccc(C2/C=C\CN(C(=O)C3CCCC3)[C@H](Cc3ccccc3)C(=O)N2Cc2ccc(F)cc2)cc1 (stereo partly specified) | 34.1 | -9.6 | 9.2 | -5.1 | -0.9 | 6.9 | 15.5 | -25.9
Cc1ccc(C(=O)Nc2ncc([N+](=O)[O-])s2)cc1 | -2.0 | . | 9.5 | . | 9.4 | 27.7 | 60.1* | .
CCOc1ccc(NC(=O)COc2ccc(C(=O)NCc3cccc(OC)c3)cc2OC)cc1 | -3.1 | 12.0 | 0.7 | -1.8 | -9.0 | 2.3 | -1.8 | -5.2
Cn1c(=NC(=O)CCS(=O)(=O)c2ccccc2)sc2cc(F)ccc21 | -2.1 | ? | -0.7 | -4.0 | -8.8 | 1.9 | -111.2 | -0.9
O=S(=O)(c1ccc(Cl)s1)N1CCNCC1 | -7.6 | 3.4 | -1.6 | -3.6 | -2.0 | 12.6 | 13.8 | -1.9
CN(Cc1cccc(Cl)c1)C(=O)C1CSC2(C)CCC(=O)N12 (stereo unspecified) | -4.0 | 7.0 | -3.4 | -3.3 | -7.4 | 7.3 | -3.5 | 0.1
COC(=O)C(C)Sc1nc2c(cnn2-c2ccccc2)c(=O)[nH]1 (stereo unspecified) | -4.7 | 3.3 | 6.6 | -1.7 | -1.2 | 8.9 | 2.0 | 1.2
CCCCCOCC1CC(C/C(C)=N/NC(N)=O)(C(=O)OCC)C(=O)O1 (stereo unspecified) | -5.7 | 2.8 | -0.2 | -0.1 | -9.6 | -3.2 | 6.6 | 2.1
O=C(CN1CCN(C/C=C/c2ccccc2)CC1)NC(=O)NC1CCCCC1 | -0.3 | -10.0 | -0.7 | -4.9 | -16.7 | 8.7 | 8.0 | 4.0
N#C/C(=C\c1ccc(-c2ccc([N+](=O)[O-])cc2Br)o1)C(=O)N1CCN(c2ccccc2)CC1 | -9.4 | -16.3 | 9.4 | 3.6 | 5.5 | -4.2 | 15.2 | -9.1
Cn1nc(C(=O)N2CCCc3ccccc32)c2ccccc2c1=O | -5.2 | 8.0 | -1.5 | -3.6 | -3.7 | 9.6 | -10.7 | 11.7
CO/N=C/C(NC(=O)c1ccc(C(F)(F)F)cc1)C(=O)OC (stereo unspecified) | -6.6 | 2.5 | -2.8 | -1.3 | -0.7 | 10.8 | 1.0 | -3.8
CNC(=O)c1c(NC(=O)c2ccc(N3C(=O)CCC3=O)cc2)sc2c1CCC(C)C2 (stereo unspecified) | 0.6 | 12.1 | 4.4 | 0.7 | 2.1 | 9.0 | 1.5 | -0.5
CCC(C)/C(C)=N/NC(=O)c1ccccc1OCCOc1ccccc1 (stereo unspecified) | -9.2 | 0.3 | 2.8 | -8.2 | 3.8 | 1.0 | -27.6 | -1.4
O=C(NCC1CCCCC1)C1CCC(=O)N(CCc2cccc(F)c2)C1 (stereo unspecified) | 15.8 | 2.1 | 8.5 | -4.0 | -4.1 | 14.2 | -11.7 | -24.6
COC/C=C/C1=CC2=CC(=O)C(C)(OC(=O)c3cnc4ccccc4n3)C(=O)C2=CN1c1ccccc1 (stereo unspecified) | . | -31.2 | . | 5.2 | 3.4 | 5.6 | 2.3 | -37.6
O=c1c2ccccc2nc(-c2ccco2)n1/N=C/c1ccco1 | 7.4 | -8.4 | -3.5 | 0.3 | 7.9 | 6.1 | -5.8 | 4.7
Cc1[nH]c2ccccc2c1C(=O)C(C)OC(=O)C1CCC1 (stereo unspecified) | -4.2 | 1.0 | -2.5 | 3.8 | 3.4 | 11.7 | 1.8 | -0.3
COc1ccc(NS(=O)(=O)c2cc(NC(=O)c3cnc(C)cn3)ccc2N2CCCC2)cc1 | 0.0 | -3.1 | -13.5 | 1.5 | -10.3 | 15.2 | 0.5 | -8.5
COCCn1c(SCC#N)nnc1-c1ccc2c(c1)OCO2 | -3.4 | 6.3 | -4.0 | -2.6 | 6.1 | -8.2 | -4.3 | -8.6
COCCCNC(=O)c1ccc(-n2nc(C(F)(F)F)cc2-c2cccs2)cc1 | -1.8 | 3.2 | 1.1 | -2.6 | -11.7 | 9.5 | 6.2 | 9.4
Cc1cc2ccccc2n1CCNC(=O)C(C)(C)C | -4.2 | -1.3 | 1.2 | -1.0 | -20.4 | 8.5 | 1.7 | 9.1
CC(C)(C)NC(=O)NC(=O)COC(=O)CNS(=O)(=O)c1ccc(Br)cc1Cl | -9.2 | -3.2 | -11.7 | -2.8 | -13.5 | -27.9 | -11.5 | 1.1
Cc1c(Cl)c([N+](=O)[O-])nn1CCCC(=O)Nc1c(Cl)cccc1Cl | -6.2 | -5.3 | 5.4 | -1.7 | 19.9 | 15.8 | 6.6 | 10.5
O=C(CSc1nnc(CNC(=O)c2cccs2)o1)Nc1cccc(Cl)c1 | -4.9 | 15.4 | -7.9 | -1.7 | -9.2 | 15.6 | 2.7 | -16.1
COc1ccc(/C=C\C(=O)NCC(=O)N/N=C/c2ccc(O)cc2O)cc1 | -5.2 | -18.4 | 7.2 | -6.8 | -14.0 | 5.4 | -0.4 | -7.5
Brc1ccc(CSc2nnc(-c3cccnc3)o2)cc1 | -3.5 | -18.2 | -6.4 | 0.3 | 4.4 | 4.0 | 26.0 | 7.0
Cc1sc2ncnc(N3CCN(CCOc4ccc(Cl)cc4)CC3)c2c1C | -1.2 | 3.4 | -3.8 | 3.6 | -1.1 | 11.3 | 74.0* | -13.3
CC1(C)Oc2ccc(C(=O)NC3CCCCC3)cc2N(CC#N)C1=O | 3.1 | 8.6 | -3.3 | -0.8 | -10.1 | 2.4 | 18.2 | 29.3
CCCCN1CC(CO)Oc2cccc(F)c2S1(=O)=O (stereo unspecified) | -9.5 | . | 0.3 | . | -0.9 | -3.6 | -3.1 | .
O=C(NNC(=O)C12CC3CC(CC(C3)C1)C2)c1cccc([N+](=O)[O-])c1 | 4.5 | 7.4 | 4.4 | -0.4 | -8.4 | -4.9 | -12.9 | 4.5
COc1ccc(N2CCN(CCCNC(=S)Nc3c(C)cccc3C)CC2)cc1 | 1.5 | -1.0 | 0.5 | -2.0 | -3.7 | 12.8 | 8.3 | -7.3
CCn1cc(C(=O)NCCCN(CC(C)C)CC(C)C)c(=O)c2cc(S(=O)(=O)N(C)C3CCCCC3)ccc21 | 9.1 | 8.7 | 7.6 | 1.2 | -5.3 | 5.0 | 1.5 | 1.1
CCc1cccc(C)c1N(C(=O)Cn1c(CO)nc2ccccc21)C(C)COC (stereo unspecified) | 6.7 | 0.7 | 8.6 | -5.4 | -3.5 | -12.5 | -14.2 | 13.9
Cc1cc(C)c(OCCN(C)C)c(Cl)c1 | -2.9 | -6.2 | -5.3 | -2.0 | 0.4 | -10.7 | -7.5 | 8.9
CCCCC(=O)NS(=O)(=O)c1ccc(N=NN(CC)CC)cc1 | -3.8 | 1.8 | -7.5 | -1.9 | 0.7 | -2.9 | 2.2 | -27.7
Cc1cc(C)n2c(SCC(=O)NCc3ccc4c(c3)OCO4)nnc2n1 | 0.8 | 17.5 | -6.7 | -5.0 | -11.3 | -4.4 | 4.5 | -9.6
COc1ccc(-n2c(N)c(C(=O)NCc3ccco3)c3nc4ccccc4nc32)cc1 | 18.6 | -25.9 | 3.1 | -1.6 | -29.1 | 15.5 | 2.8 | 3.9

Fetched by structure from above:
SMILES | EBI2 block | UBC13 inh | CXCR6 inh | APJ agonist | ATG4B inh | CCR6 antagonist | Gli-Sufu block | APJ antagonist
Cc1sc2ncnc(N3CCN(CCOc4ccc(Cl)cc4)CC3)c2c1C | -1.2 | 3.4 | -3.8 | 3.6 | -1.1 | 11.3 | 74.0* | -13.3
Cc1c(Cl)c([N+](=O)[O-])nn1CCCC(=O)Nc1c(Cl)cccc1Cl | -6.2 | -5.3 | 5.4 | -1.7 | 19.9 | 15.8 | 6.6 | 10.5
CCCCC(=O)NS(=O)(=O)c1ccc(N=NN(CC)CC)cc1 | -3.8 | 1.8 | -7.5 | -1.9 | 0.7 | -2.9 | 2.2 | -27.7
CCc1cccc(C)c1N(C(=O)Cn1c(CO)nc2ccccc21)C(C)COC (stereo unspecified) | 6.7 | 0.7 | 8.6 | -5.4 | -3.5 | -12.5 | -14.2 | 13.9
